# Autophagy mod – alters autophagy in cells; 190,000 compounds, 0.98% hits; MEF GFP-LC3 puncta imaging; test concentration mostly 10 µM; calls only at 10 µM (by protocol); AID 463193;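 active = percentage of spot-positive cells more than 3 SD above its plate mean, without a fluorescence outlier flag or 80% toxicity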;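 note: spot-positive cell cutoff set from DMSO-treated cells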
# human PMI inhibition – inhibitors of human PMI, primary screen, biochemical, fluorescence intensity, coupled assay (AID 1209); purified PMI enzyme, coupled fluorescence intensity; higher % means a stronger effect; one-dose inhibition, % at 20 µM; IC50 in µM for titrated hits; 190,000 compounds, 0.42% hits;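 note: plate controls were DMSO vehicle for no effect and wells lacking substrate for full effect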
# human PMI inhibitors – human PMI inhibitors, high substrate, primary screen, biochemical, fluorescence intensity, high mannose 6-phosphate (AID 1220); inhibition, % at 20 µM, or IC50 in µM where a hit was titrated; recombinant PMI enzyme, coupled fluorescence intensity; higher % means a stronger effect; 190,000 compounds, 0.66% hits
# MT stabilizer – stabilizes microtubules in HeLa cells; HeLa tubulin immunostaining HCS, 24 h; share of cells brighter than vehicle mean+2SD; % tubulin-high responders, % at 10 µM; 200,000 compounds, 0.83% hits;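 active = plate Z-score above 3 for both tubulin-high and condensed-nucleus cell shares, with cell loss under 80%, at 10 µM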;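 note: anti alpha tubulin signal scored within the nucleus-defined area of each cell; some results filed as inactive read as strong as hits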
# Ins promoter up – MIN6 insulin promoter up-regulation; MIN6 insulin promoter-GFP reporter, high-content imaging; stronger effect = higher value; z-score at 5 µM; 190,000 compounds, 0.3% hits;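 active = z-score above 3 at 5 µM with at least 500 cells counted in the well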
# Hep lipid drop – hepatic lipid droplet formation modulation; inhibition, % at 6.5 µM; AML12 mouse hepatocytes, oleate lipid droplets, BODIPY imaging; 240,000 compounds, 0.4% hits;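 active = lipid droplet intensity inhibited by at least 50%, with more than 500 cells counted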
#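 Material – AML12 mouse liver cells · Also added – oleate loading, 100 µM · Compound dosing – 6.5 µM single-point dosing · Times – overnight treatment with compound plus oleate · Measured by – fluorescence imaging, 20x objective, two fields per well · Read-out – percent inhibition of filter-corrected integrated lipid droplet intensity per well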
# bCat nuc transl – beta-catenin nuclear translocation modulation; nuclear translocation activity, % at 5 µM; 190,000 compounds, 0.3% hits; HeLa beta-catenin nuclear translocation, immunofluorescence imaging;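 active = nuclear translocation activity above 50% at 5 µM, with a well cell count of 50 or more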;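 note: per-cell ratio of nuclear to cytoplasmic median beta-catenin stain intensity; plate controls were DMSO negative control for no effect and GSK-3 inhibitor IX positive control for full effect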
#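 Read-out: Nuclear/cytoplasmic beta-catenin signal ratio, % activation | Assay system: Human HeLa cell line | Times: 24 h compound exposure at 37°C, 5% CO2 | Signal: Fluorescence imaging of beta-catenin antibody stain plus DAPI | Dosing: 5 µM primary, 0.02–20 µM confirmation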
# T cell HTS – modulates CD8 T cell binding to vesicles. 2C CD8+ T cell-vesicle binding, flow cytometry; stronger effect = lower value. calls only at 7 µM. 330,000 compounds, 0.068% hits. AID 2052;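 active = response, share of CD8 T cells binding vesicles, and their 90th percentile fluorescence all below set limits, cut at about 80% in these data, passing the limit was not always enough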
#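 Assay system: 2C TCR transgenic mouse naive CD8+ T cells, MACS-purified | Read-out: CD8+ gate FL2 mean fluorescence as % of same-row positive control | Signal: High-throughput flow cytometry with anti-B7-1 and anti-CD8 staining | Timing: Binding step 1.5 h, 37 °C, antibody labelling 20 min, ice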
# TNAP activators – human TNAP enzyme activators, primary screen, biochemical, luminescent, no phosphate acceptor, uHTS (AID 1001). purified TNAP, luminescent activation assay, no phosphate acceptor; higher activation fold means a stronger effect. one-dose activation fold at 20 µM; EC50 in µM for titrated hits. 200,000 compounds, 0.03% hits; in the data active = activation fold from about 3, or a potency from the dose series; inactive = the rest, 99 in 100 with activation fold below about 1.6; note: many of its hits are not listed in these tables
# Ins promoter up cell count – recorded beside Ins promoter up, whose call it bears; cell count; measured here: cytotoxicity, nuclei count;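 total cells summed across four imaged fields per well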
# Hep lipid drop cells 6.5 µM – second read-out of Hep lipid drop, no call of its own (marks repeat the call); cell count; measured here: cell count, cytotoxicity flag;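 cells counted across two imaged fields per well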
# bCat nuc transl cell count 5 µM – second read-out of bCat nuc transl, no call of its own (marks repeat the call); cell count; measured here: cell count, cytotoxicity flag
# T cell HTS vesicle-bound % – also measured in T cell HTS; calls as there; double positive events, %; measured here: CD8+ vesicle-bound cell fraction;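 binding gate set so that unloaded-vesicle control wells show 10% double positive cells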
# MT stabilizer Hoechst-high % – further read-out of MT stabilizer, marked with its call; % Hoechst-high responders; measured here: nuclear condensation Hoechst responders;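 share of cells brighter than vehicle mean plus two SD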
# MT stabilizer cytotoxicity % – further read-out of MT stabilizer, marked with its call; toxicity, %; measured here: cytotoxicity by cell density;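 0% = mean cell density of plate MIN control wells and 100% = no cells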
# Autophagy mod cell loss 18 h – second read-out of Autophagy mod, no call of its own (marks repeat the call); toxicity, %; measured here: cell loss, nuclei count;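 cell loss after 18 h compound exposure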
# The depositor's hits bear a star; i = inactive; · = no result given. Cut-off read from the data, not from the text of the source, unless noted: active = inhibition above about 50%; inactive = the rest. These rows are one share of the data, so the mix of outcomes need not match the whole.
nr	canonical_smiles	Autophagy mod	Autophagy mod cell loss 18 h	human PMI inhibition	human PMI inhibitors	MT stabilizer	MT stabilizer Hoechst-high %	MT stabilizer cytotoxicity %	Ins promoter up
1	Cn1c(=O)c2c(nc(N/N=C/c3c(O)n(C4CCCCC4)c(=S)[nH]c3=O)n2C)n(C)c1=O	·	·	·	·	·	·	·	-0.53
2	O=[N+]([O-])c1cc(-c2ccc([As](=O)(O)O)cc2)ccc1[As](=O)(O)O	·	·	·	·	·	·	·	0.12
3	Nc1ccc(C2(c3ccc(N)cc3)c3ccccc3-c3ccccc32)cc1	i	2	26%	10%	4.7	2.4	4.7	-0.11
4	Oc1c(Br)cc(Br)cc1Oc1ccc(Br)cc1Br	i	-4	8%	15%	3.8	2.2	8.9	0.26
5	CCC(C)C1NC(=O)C(C(C)=O)=C1O (stereo not given)	·	·	·	·	·	·	·	0.15
6	CC1COC2N=C(N[N+](=O)[O-])NC2O1 (stereo not given)	i	1	-17%	5%	2.8	2.5	4.5	-0.13
7	COc1ccc(NC2=NCC(C)S2)cc1 (stereo not given)	i	-45	2%	2%	2.1	2.2	4.4	-2.4
8	Cn1c2ccccc2c2c(C(=O)N3CCC4(CC3)OCCO4)cn(C3CCCC3)c(=O)c21	i	-8	3%	3%	1.8	1.5	12	-1.3
9	C/C(=C/C=C/[C@@H](C)C(=O)O)[C@H]1CN[C@H](C(=O)O)[C@H]1CC(=O)O	i	19	-7%	-9%	3.9	4.0	5.6	·
10	CNP1(NC)=NC(C(F)(F)F)=NC(C(F)(F)F)=N1	i	1	11%	10%	2.6	2.4	21	0.16
11	CCCC(=O)c1ccc(CP(=O)(OCC)OCC)o1	·	·	·	·	·	·	·	0.4
12	CCOP(=S)(OCC)SCOC(=O)NCC(=O)OC	i	0	5%	8%	1.7	2.7	12	1

nr	Ins promoter up cell count	Hep lipid drop	Hep lipid drop cells 6.5 µM	bCat nuc transl	bCat nuc transl cell count 5 µM	T cell HTS	T cell HTS vesicle-bound %	TNAP activators
1	1159	18	753	0.7	1377	i	17	·
2	1420	4	707	-0.5	1197	i	24	·
3	1034	-21	703	-0.2	915	i	52	1.1
4	1213	1	700	·	·	i	19	1.1
5	988	30	583	-0.9	1216	i	38	·
6	1186	8	707	2.0	1077	i	22	1
7	1262	-4	680	-4.5	1054	i	18	1.1
8	916	2	803	·	·	i	38	1.1
9	·	14	723	-1.6	432	i	46	1
10	1785	-17	540	0.5	1021	i	50	1.1
11	1045	-6	725	-0.8	1313	i	27	·
12	1191	·	·	-6.6	923	i	41	1.1

# (next part)
nr	canonical_smiles	Autophagy mod	Autophagy mod cell loss 18 h	human PMI inhibition	human PMI inhibitors	MT stabilizer	MT stabilizer Hoechst-high %	MT stabilizer cytotoxicity %	Ins promoter up
13	Nc1c(C(=O)OCc2ccccc2)c2nc3ccccc3nc2n1Cc1cccs1	i	-3	2%	3%	1.8	1.2	7.6	·
14	O=C1NC(=O)C(=Cc2ccsc2)C(=O)N1	i	-11	-4%	6%	3.4	2.3	4.0	0.28
15	CCCCCSc1cc(O)c(C(CNC)C(C)C)cc1OC (stereo not given)	i	8	12%	18%	2.6	3.7	3.1	0.42
16	O=[N+]([O-])/C=C1/NCCN1Cc1ccc(Cl)nc1	i	-1	-2%	-5%	3.6	2.5	3.3	1.3
17	CCCCC(=O)N/N=C/c1c(O)n(CC)c(=S)n(CC)c1=O	i	16	-10%	-23%	4.3	2.1	2.9	0.49
18	COc1ccccc1CCNC1CCC(C(C)(C)C)CC1 (stereo not given)	i	-10	5%	-2%	3.8	1.8	1.8	-0.23
19	Nc1c2c(nc3sc4c(c13)CCCC4)CCCC2	i	-8	5%	8%	2.7	2.2	0.4	-1.3
20	COc1c(C)cc(C(=O)C2CCCN(Cc3cnc(C)s3)C2)cc1C (stereo not given)	i	-13	11%	8%	3.5	1.8	2.2	1.4

nr	Ins promoter up cell count	Hep lipid drop	Hep lipid drop cells 6.5 µM	bCat nuc transl	bCat nuc transl cell count 5 µM	T cell HTS	T cell HTS vesicle-bound %	TNAP activators
13	·	15	814	·	·	i	32	1
14	1436	26	735	-1.1	1085	i	36	1.1
15	1134	2	528	·	·	i	50	1
16	1426	-6	666	-0.3	1184	i	22	1.1
17	1465	-1	736	-2.1	1141	i	47	1.1
18	627	·	·	-2.2	1396	i	58	1.1
19	1291	2	684	-0.1	1476	i	51	1
20	1413	-4	707	-1.3	1208	i	25	1.1

# Reformatted bar-delimited: entries from further up.
no. | mol | Autophagy mod | Autophagy mod cell loss 18 h | human PMI inhibition | human PMI inhibitors | MT stabilizer | MT stabilizer Hoechst-high % | MT stabilizer cytotoxicity % | Ins promoter up | Ins promoter up cell count | Hep lipid drop | Hep lipid drop cells 6.5 µM | bCat nuc transl | bCat nuc transl cell count 5 µM | T cell HTS | T cell HTS vesicle-bound % | TNAP activators
14 | O=C1NC(=O)C(=Cc2ccsc2)C(=O)N1 | i | -11 | -4% | 6% | 3.4 | 2.3 | 4.0 | 0.28 | 1436 | 26 | 735 | -1.1 | 1085 | i | 36 | 1.1
20 | COc1c(C)cc(C(=O)C2CCCN(Cc3cnc(C)s3)C2)cc1C (stereo not given) | i | -13 | 11% | 8% | 3.5 | 1.8 | 2.2 | 1.4 | 1413 | -4 | 707 | -1.3 | 1208 | i | 25 | 1.1
15 | CCCCCSc1cc(O)c(C(CNC)C(C)C)cc1OC (stereo not given) | i | 8 | 12% | 18% | 2.6 | 3.7 | 3.1 | 0.42 | 1134 | 2 | 528 | · | · | i | 50 | 1
19 | Nc1c2c(nc3sc4c(c13)CCCC4)CCCC2 | i | -8 | 5% | 8% | 2.7 | 2.2 | 0.4 | -1.3 | 1291 | 2 | 684 | -0.1 | 1476 | i | 51 | 1
17 | CCCCC(=O)N/N=C/c1c(O)n(CC)c(=S)n(CC)c1=O | i | 16 | -10% | -23% | 4.3 | 2.1 | 2.9 | 0.49 | 1465 | -1 | 736 | -2.1 | 1141 | i | 47 | 1.1

# Screens from PubChem BioAssay.
